BRCA1 expr up = activators of BRCA1 expression. Potency, µM (series often up to 46.1 µM), for the others: at the top dose activation, usual class: activators. AID 624202. hit rate 1.1% among 380,000. MCF7-BRCA1-FFLuc reporter, luminescence, 48 h; response scale: scaled: vehicle 0%, 10 µM genistein 100%; further: potency means the concentration at half of the fitted maximal effect; nearly all actives have a fitted effect of over 80% in size; some results filed as inactive show a strong effect at the top dose
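Reporter cells (MCF7, BRCA1 promoter-firefly luciferase) received library compounds across a concentration series for 48 h. End-point luminescence was measured and concentration-effect curves derived after normalization.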
TRPV1 ag = activates the human vanilloid receptor TRPV1 | Q8NER1 | TRPV1-expressing cells, Fluo-8 calcium influx, agonist mode | activation, % at 8.33 µM | hit rate 0.19% among 320,000 | AID 540275; in the data active means activation above about 80%; inconclusive means between about 30% and that limit; further: 0% is about no effect
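Fluo-8 calcium influx in TRPV1-expressing cells, kinetic read (ex 480/em 520 nm). Compound added and read 3 min for agonist activity, followed by capsaicin at EC20 final and 2 min further read for enhancement.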
ELG1 genotoxic = genotoxicity induction in ELG1-luciferase HEK293T cells; HEK293T ELG1-luciferase reporter, luminescence, 16 h; AID 504466; Potency, µM (series often up to 46 µM), for inactives: top-dose activity change, positive = activation, usual class: activators; hit rate 1.3% among 330,000; further: potency means the concentration at half of the fitted maximal effect; % of control where 0% means no effect; nearly all actives have a fitted effect of over 60% in size
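HEK293T cells expressing luciferase-tagged ELG1 were exposed to compound or DMSO vehicle for 16 hr at 37 °C and 5% CO2. Luciferase activity was then measured with ONE-Glo after 30 min at room temperature.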
B2AR arrestin = recruits beta-arrestin to the human beta2-adrenergic receptor; P07550; beta-arrestin recruitment to beta2AR, cell-based reporter; Potency, µM (top dose mostly 46.1 µM), inactives show top-dose activation, actives largely listed as activators; hit rate 0.02% among 330,000; AID 492947;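 further: potency means the concentration at half of the fitted maximal effect; 0% = DMSO controls and full agonism = EC100 isoproterenol or metaproterenol; nearly all actives have a fitted effect of over 65% in size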
Eya2 phos inh = Eya2 (human) phosphatase inhibition. Potency, µM (series often up to 76.9 µM), inactives show top-dose activity, negative = inhibition, actives largely listed as inhibitors. recombinant Eya2, OMFP fluorescence dephosphorylation (OMFP is methylfluorescein phosphate). AID 488837. hit rate 0.006% among 330,000; further: potency means the concentration at half of the fitted maximal effect; on the % scale 0 is the no-effect control and ±100 the full control effect
Target sequence (O00167 whole entry, looked up): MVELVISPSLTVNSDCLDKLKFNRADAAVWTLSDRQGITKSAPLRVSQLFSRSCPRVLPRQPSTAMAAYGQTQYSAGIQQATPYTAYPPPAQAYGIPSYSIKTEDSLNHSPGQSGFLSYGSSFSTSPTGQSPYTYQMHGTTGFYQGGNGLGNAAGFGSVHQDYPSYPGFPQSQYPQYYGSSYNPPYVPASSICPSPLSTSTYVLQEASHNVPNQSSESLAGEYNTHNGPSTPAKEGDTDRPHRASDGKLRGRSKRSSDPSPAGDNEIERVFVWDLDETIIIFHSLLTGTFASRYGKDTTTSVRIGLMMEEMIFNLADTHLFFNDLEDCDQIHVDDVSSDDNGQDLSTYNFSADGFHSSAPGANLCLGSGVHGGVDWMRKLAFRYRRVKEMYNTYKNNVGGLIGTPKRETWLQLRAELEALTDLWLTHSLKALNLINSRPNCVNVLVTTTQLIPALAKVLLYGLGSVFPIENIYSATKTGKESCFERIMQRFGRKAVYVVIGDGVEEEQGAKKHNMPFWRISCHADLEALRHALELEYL
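Eya2 (0.2 uM) preincubated 10 min at ambient with compound, then OMFP substrate added at 50 uM; 10 min reaction in 50 mM HEPES pH 7.5, 50 mM NaCl, 5 uM MgCl2, 0.05% BSA, 1 mM DTT. Fluorescence read at Ex 485/Em 525 nm.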
USP2a inh = blocks human ubiquitin-specific protease USP2a. AID 463254. hit rate 0.01% among 330,000. O75604. USP2 core, Ub-CHOP2 coupled fluorogenic reporter, 485/531. Potency, µM (highest dose often 38.3 µM), inactives show at the top dose activity change, negative = inhibition, most hits filed as inhibitors;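 further: potency means the concentration at half of the fitted maximal effect; plate controls were DMSO wells for no effect and full inhibition by NEM control for full effect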
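Deubiquitinase activity read as fluorescence (485/531 nm) after Ub-CHOP2 cleavage activates the enterokinase reporter on its substrate; USP2 core 10nM, Ub-CHOP2 and substrate 25nM each, 30min compound preincubation then 60min RT; data normalized to NEM, curves fitted.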
Integrin act MD = activators of alpha7 integrin expression for muscular dystrophy | hit rate 0.064% among 350,000 | alpha7betagal myoblasts, beta-gal FDG fluorescence, 48 h | Potency, µM (series often up to 38.3 µM), without a hit: at the highest dose activation, hits mostly activators;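 further: potency means the concentration at half of the fitted maximal effect; 100% = response of the positive control SU9516; nearly all actives have a fitted effect of over 60% in size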
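Alpha7betagal+/- myoblasts (passage 13) were plated 16-24 hr, then exposed to compounds (1:260 dilution of DMSO stock) for 48 hours at 37C. After MPER lysis, β-galactosidase reporter activity was read as FDG fluorescence (ex 480/em 540) after 30 minutes.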
uPA surface inh = cell surface uPA generation inhibition; Potency, µM (doses to about 38.3 µM), for the others: at the top dose activity change, negative = inhibition, usual class: inhibitors; cell surface uPA generation assay, qHTS; AID 540303; hit rate 0.31% among 330,000; active means well fitted inhibition curve with a large enough effect; inconclusive means small, poorly fitted or top-dose-only effect; inactive means no such curve, though single readings can be large or run the other way; tested in mouse RAW 264.7 cells; further: potency means the concentration at half of the fitted maximal effect; on the % scale 0 is the no-effect control and ±100 the full control effect; nearly all actives have a fitted effect of over 55% in size
TSG101-PTAP inh = blocks PTAP/TSG101 interaction to inhibit HIV-1 budding | Q99816 | Fluorescence polarization, FITC-PTAP peptide / Tsg101 binding | Potency, µM (titrated, usually from 115 µM), inactives show at the top dose activity change, negative = inhibition, actives largely listed as inhibitors | 340,000 tested, under 10 active | AID 493005; active means well fitted inhibition curve with a large enough effect in the main read-out, with a control signal flat, not every such curve was filed as active; inconclusive means small, poorly fitted or top-dose-only effect, or effect the other way, or a change in a side signal; inactive means no such curve, though single readings can be large or run the other way; further: potency means the concentration at half of the fitted maximal effect; % of control where 0% means no effect
Target sequence (Q99816 whole entry, looked up): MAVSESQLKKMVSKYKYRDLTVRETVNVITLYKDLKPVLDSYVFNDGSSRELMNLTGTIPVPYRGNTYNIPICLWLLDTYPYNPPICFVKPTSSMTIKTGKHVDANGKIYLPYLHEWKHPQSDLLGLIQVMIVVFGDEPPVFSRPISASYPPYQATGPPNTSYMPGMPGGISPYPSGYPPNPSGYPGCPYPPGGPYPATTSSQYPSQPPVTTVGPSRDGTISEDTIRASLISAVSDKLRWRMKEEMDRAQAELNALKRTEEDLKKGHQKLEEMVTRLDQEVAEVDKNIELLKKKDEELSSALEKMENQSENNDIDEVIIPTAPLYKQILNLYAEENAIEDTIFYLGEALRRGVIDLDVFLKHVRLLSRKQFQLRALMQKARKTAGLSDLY
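Compounds were pin-transferred onto Tsg101 binding domain (10 uM final) in HEPES pH 7.5 buffer, then FITC-PTAP peptide was added at 50 nM final. After 20 min at RT, polarization reported peptide displacement across a qHTS concentration series.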
ASM inhibitor = human S-ASM enzyme inhibition. Potency, µM (doses to about 57.5 µM), inactives show at the top dose activity change, negative = inhibition, usual class: inhibitors. placental ASM, HMU-PC fluorogenic substrate, 60 min. hit rate 0.006% among 340,000. P17405; further: potency means the concentration at half of the fitted maximal effect
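qHTS format. ASM enzyme prepared from human placenta hydrolyses the fluorogenic substrate HMU-PC0 (9 uM final) over 60 min at 37 °C after a 10 min compound preincubation.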
p53 reactivator = mutant p53 re-activation in reporter cells; H1299 p53-A138V BP100-luciferase reporter, luminescence, 24 h; Potency, µM (titrated, usually from 92.2 µM), without a hit: top-dose activity change, positive = activation, actives largely listed as activators; hit rate 0.063% among 320,000; further: potency means the concentration at half of the fitted maximal effect; % of control where 0% means no effect; nearly all actives have a fitted effect of over 45% in size
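H1299 (p53-null), stable ts p53-A138V + BP100-Luc; 1000 cells/well, Opti-MEM/10% FBS; cpd 4 pt, 1:5; 24 h, 37 deg C, 5% CO2; detection reagent 10 min RT; luminescence.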
An asterisk follows results filed as active; ? = inconclusive; nt = no result given; [ ] = another dose, or the depositor's remark. Unless noted, the call rests on the fitted dose curve; in most records, active means well fitted curve in the direction sought with a large enough effect; inconclusive means small, poorly fitted or top-dose-only effect, or another doubt; inactive means no such curve, though single readings can be large; an effect the other way counts as inactive or inconclusive.

SMILES	BRCA1 expr up	TRPV1 ag	ELG1 genotoxic	B2AR arrestin	Eya2 phos inh	USP2a inh	Integrin act MD	uPA surface inh	TSG101-PTAP inh	ASM inhibitor	p53 reactivator
COc1cccc(NC2=NC3(CCCCC3)N=C(N)N2)c1	-78.8%	-1.9	-2.1%	-0.8%	-15.2%	1.8%	4.0%	3.3%	-4.5%	3.6%	4.0%
N#C/C(=C\c1ccccc1)C(=O)NNS(=O)(=O)c1ccc(Br)cc1	1.7%	nt	3.0%	-0.5%	-11.0%	-0.9%	5.8%	1.4%	-1.6%	-5.6%	-2.4%
COc1ccc(/C=C(/C#N)C(=O)Nc2ccc(C)cc2C)cc1C(=O)O	-12.3%	nt	-1.1%	0.1%	2.3%	-6.1%	5.4%	-2.4%	-2.7%	7.1%	-5.1%
Cc1sc2ncnc(NCc3ccco3)c2c1C	-21.1%	1.4	-1.8%	0.5%	11.2%	-1.3%	0.0%	-3.0%	-2.2%	8.4%	22.5%
CC(OC(=O)Cc1n[nH]c(=O)c2ccccc12)C(=O)Nc1cc(Cl)cc(Cl)c1 (configuration not stated)	4.6%	4.3	11.4%	-0.2%	-39.2%	-0.4%	26.6%	-3.3%	-6.9%	-13.0%	-10.9%
Cc1oc2c(CN3CCCC(C)C3)c(O)ccc2c(=O)c1-c1ccccc1 (configuration not stated)	4.8%	-2.2	-2.3%	0.5%	2.3%	1.0%	13.1%	4.6%	-1.0%	88.6%[activator]	-1.9%
O=C(c1cc2ccccc2o1)N1CCCCCC1	8.91µM*	2.0	5.1%	0.0%	2.8%	0.4%	2.0%	1.9%	-14.7%	3.8%	?
CCSc1nnc2nc(C)cc(C)n12	0.0%	3.3	3.5%	0.1%	-1.5%	0.9%	18.1%	-2.9%	-2.1%	1.2%	4.0%
CCCCN(C(=O)c1cc(Cl)nc2ccccc12)c1c(N)n(Cc2ccccc2)c(=O)[nH]c1=O	-16.0%	-6.4	3.5%	0.1%	14.2%	0.5%	1.7%	2.1%	-2.3%	5.5%	-0.7%
NC(=O)c1c(NC(=O)Cc2cccs2)sc2c1CCC2	23.0%	2.6	0.0%	0.0%	16.5%	-1.7%	-40.6%	3.0%	-2.3%	-4.9%	-6.4%
CC(=O)N1CCN(C(=O)CCNC(=O)c2ccc(Br)cc2)CC1	-7.3%	nt	nt	nt	nt	nt	-15.1%	1.7%	-5.8%	-3.7%	nt
Cc1ccn(CCSCC(=O)O)n1	0.2%	-2.8	9.2%	-0.3%	-0.3%	-0.1%	-5.0%	-10.6%	-5.5%	5.7%	-1.4%
O=C(C[N+]1(CC#Cc2ccccc2)CCOCC1)c1ccc(Cl)cc1	-56.4%	3.4	-4.9%	-0.3%	-1.3%	1.3%	-34.0%	-0.3%	-2.7%	-4.3%	-1.2%
COc1ccc(CNCc2ccc([N+](=O)[O-])cc2)cc1OC	3.5%	9.7	-3.3%	0.5%	-4.4%	-0.4%	1.5%	21.5%	-1.4%	-0.3%	nt
O=C(NCCCN1CCN(c2ccccc2F)CC1)C1CCC(=O)N1C1CCCCC1 (configuration not stated)	9.6%	-0.3	0.7%	-0.2%	-10.7%	1.4%	-2.1%	6.3%	-5.4%	-1.2%	-5.9%
COc1cc(OC)cc(C(=O)Nc2ccc3c(c2)n(C)c(=O)n3C)c1	-41.6%	3.5	?	0.3%	1.1%	1.6%	-23.3%	-27.7%	0.3%	-1.4%	nt
OC1(c2ccccc2)CC(c2ccccc2)c2ccccc2O1 (configuration not stated)	-60.0%	nt	nt	nt	nt	nt	-26.5%	-2.6%	-2.6%	-8.2%	nt
CCOc1cc(C(=O)N2CCC(CC3CC(c4cccc(Br)c4)=NO3)(C(=O)NCC3CCCCC3)CC2)cc(OCC)c1OCC (configuration not stated)	-8.2%	3.4	-5.6%	-1.0%	-2.0%	-1.7%	1.0%	1.4%	0.1%	-1.7%	nt
Cc1ccc(C(=O)N(CCN(C)C)CC2CCCN(Cc3ccccc3F)C2)cc1C (configuration not stated)	-18.0%	-2.4	0.7%	-1.0%	-10.0%	0.0%	-41.8%	-1.8%	-8.7%	-4.4%	7.6%
CC(=O)O[C@@H]1[C@H](OC(=O)CC(C)C)c2c(ccc3ccc(=O)oc23)OC1(C)C	0.0%	?	0.9%	-0.2%	-10.4%	2.3%	0.0%	-2.9%	-1.5%	-4.8%	-9.7%
COc1ccc(-c2nc3ccccc3c(=O)n2CCc2ccc(O)cc2)cc1	-5.2%	10.0	-2.1%	-0.1%	-0.5%	1.0%	10.3%	9.2%	-3.3%	1.1%	2.1%
O=C1C(Cl)=C(Nc2ccccc2)C(=O)c2ccccc21	-87.7%	5.5	-14.4%	0.7%	1.9%	2.5%	-61.1%[inhibitor]	15.1%	-1.3%	4.4%	-18.0%
O=C(C[n+]1cc(-c2ccccc2)n2c1CCC2)c1cccs1	-33.5%	-0.8	-10.5%	0.0%	2.0%	-1.7%	?	3.3%	-3.8%	-0.6%	-1.3%
Cc1cccc(C)c1OCC(=O)Nc1ccc2c(c1)C(=O)NC2=O	0.3%	?	0.2%	0.2%	-9.1%	1.7%	-17.9%	-7.3%	0.1%	2.4%	16.5%
Cc1c(Cl)cnc(NC(=O)COC(=O)c2cccc(S(=O)(=O)N3CCc4ccccc4C3)c2)c1Cl	-17.3%	2.9	-2.8%	3.8%	1.3%	4.3%	0.0%	5.5%	-0.7%	-3.3%	0.0%
SMILES	BRCA1 expr up	TRPV1 ag	ELG1 genotoxic	B2AR arrestin	Eya2 phos inh	USP2a inh	Integrin act MD	uPA surface inh	TSG101-PTAP inh	ASM inhibitor	p53 reactivator
Clc1ccc(OCc2nc(-c3ccncc3)no2)cc1	11.2µM*	3.6	?	0.3%	-8.4%	-3.6%	-1.0%	2.2%	-5.5%	3.2%	?
CCOC(=O)C(C(=O)Nc1nccs1)C1CCCCC1 (configuration not stated)	-3.9%	7.4	-2.2%	-0.1%	-7.3%	-1.1%	4.5%	6.7%	-2.0%	-2.1%	-4.8%
CCN1CCN(CC(O)COCc2cc(OC)c(OC)c(OC)c2)CC1 (configuration not stated)	28.7%	-4.1	-0.4%	-0.4%	13.2%	-1.5%	16.3%	-1.4%	-2.9%	2.3%	-4.1%
O=C(NCCc1ccccc1)c1ccc2nc(N3CCOCC3)sc2c1	54.3%	23.4	7.9%	4.1%	-3.7%	0.5%	17.5%	-0.7%	-0.6%	0.0%	16.4%
Cc1ccc(NC(=O)CCn2cnc3ccccc3c2=O)cc1	62.9%	-0.5	1.9%	0.2%	1.4%	1.8%	10.8%	-1.4%	-8.6%	-1.2%	-0.3%
COc1ccc(-n2nc3c(c2NC(=O)COc2ccccc2F)CS(=O)(=O)C3)cc1	-35.1%	7.8	-7.2%	0.5%	-9.6%	0.2%	-23.9%	-8.6%	nt	-0.1%	4.3%
Cc1nc2ccccc2c(=O)n1NCc1cccs1	-51.3%	nt	-7.3%	-0.3%	-26.1%	-0.3%	-11.0%	-16.7%	-4.8%	3.8%	-1.3%
Cc1cc(NC(=O)CN2C(=O)NC(C)(c3ccccc3Cl)C2=O)no1 (configuration not stated)	-2.2%	nt	1.0%	-0.4%	8.9%	2.4%	7.5%	6.5%	-2.1%	-1.7%	-5.2%
Cc1ccc2c(c1)c1c(n2C)C(=O)CCC1	1.9%	9.5	3.7%	-1.1%	-2.7%	-2.0%	3.6%	4.8%	-8.7%	35.4%[activator]	6.0%
CCSC1=C(C#N)C(c2cccc(OC)c2)CC(=O)N1 (configuration not stated)	-6.4%	1.9	-0.8%	-0.2%	0.8%	-0.7%	-18.6%	-2.5%	-3.4%	2.1%	-19.9%
O=C(NCCC1CCCCN1S(=O)(=O)c1ccccc1)C(=O)NCCN1CCOCC1 (configuration not stated)	-7.0%	10.9	1.4%	0.1%	-6.1%	1.6%	-12.7%	-18.3%	-12.4%	4.9%	3.4%
Cc1nc2cc(C(F)(F)F)ccc2n1CCNc1nc(-c2ccc(F)cc2)cs1	9.6%	?	1.4%	0.5%	-2.3%	2.8%	16.8%	7.9%	-13.7%	-14.5%	8.3%
ON=C1C2CC=C(c3ccccc3)C1CCC2 (configuration not stated)	-25.5%	nt	nt	nt	nt	nt	2.9%	-0.4%	-3.6%	-1.3%	nt
CCOC(=O)c1ccc(N(CCC2CO2)S(=O)(=O)c2ccc(C)cc2)cc1 (configuration not stated)	0.2%	nt	nt	nt	nt	nt	-27.9%	-9.0%	0.5%	-1.8%	nt
